Screens (PubChem)
ALOX12 inh = ALOX12 (human) lipoxygenase inhibition; P18054; purified 12hLO, xylenol orange hydroperoxide absorbance; Potency, µM (top dose mostly 108 µM), for inactives: top-dose activity change, negative = inhibition, hits mostly inhibitors; 580,000 tested, 1.1% active; note: potency is the fitted concentration of half-maximal effect; % is set by controls: 0 for no effect and ±100 for the full control effect
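Purified human 12hLO at 150 nM in 25 mM Hepes, 0.01% Triton X-100, pH 7.0, preincubated 15 min at room temperature with compound. Reaction started with 40 uM arachidonic acid, 30 min at room temperature. Hydroperoxide measured by Fe-xylenol orange, 573/405 nm absorbance ratio.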
RGS4 inhibitor = inhibitors of human regulator of G protein signaling 4 | P49798 | Transcreener GDP fluorescence polarization, RGS4-accelerated GTP hydrolysis | Potency, µM (titrated, usually from 114 µM), without a hit: top-dose activity change, negative = inhibition, actives largely listed as inhibitors | 390,000 tested, 0.039% active | AID 504845; note: potency is the fitted concentration of half-maximal effect; % is set by controls: 0 for no effect and ±100 for the full control effect; nearly all actives have a fitted effect of over 75% in size; some results filed as inactive show a strong effect at the top dose
Target sequence (P49798 whole entry, looked up): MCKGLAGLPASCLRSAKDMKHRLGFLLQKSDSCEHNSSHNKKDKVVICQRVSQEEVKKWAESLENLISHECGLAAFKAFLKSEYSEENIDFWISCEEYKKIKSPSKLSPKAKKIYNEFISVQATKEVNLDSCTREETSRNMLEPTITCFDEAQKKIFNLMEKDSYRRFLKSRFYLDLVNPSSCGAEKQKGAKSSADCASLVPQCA
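MLSMR compounds (23 nl, pin-transferred) preincubated 10 min at room temperature with a 500nM (2x) first reagent, then RGS4 at 900nM (2x) plus Transcreener GDP mix added; fluorescence polarization (620/688 nm) read before and after 90 min at 30 °C.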
JMJD2A Tudor inh = JMJD2A Tudor domain (human) inhibition | O75164 | AlphaScreen JMJD2A-Tudor / H3K4me3 peptide binding | Potency, µM (doses to about 114 µM), without a hit: top-dose activity change, negative = inhibition, most hits filed as inhibitors | 390,000 tested, 4.4% active | AID 504339; note: potency is the fitted concentration of half-maximal effect; % is set by controls: 0 for no effect and ±100 for the full control effect; nearly all actives have a fitted effect of over 50% in size
HP1b binding inh = blocks HP1-beta chromodomain binding to methylated histone tails | AID 540317 | P83916 | 390,000 tested, 0.56% active | AlphaScreen HP1-beta / biotin-H3K9me3 peptide binding | Potency, µM (top dose mostly 114 µM), for the others: at the highest dose activity change, negative = inhibition, actives largely listed as inhibitors; note: potency is the fitted concentration of half-maximal effect; nearly all actives have a fitted effect of over 70% in size; inactives centre near 23
Target sequence (P83916 whole entry, looked up): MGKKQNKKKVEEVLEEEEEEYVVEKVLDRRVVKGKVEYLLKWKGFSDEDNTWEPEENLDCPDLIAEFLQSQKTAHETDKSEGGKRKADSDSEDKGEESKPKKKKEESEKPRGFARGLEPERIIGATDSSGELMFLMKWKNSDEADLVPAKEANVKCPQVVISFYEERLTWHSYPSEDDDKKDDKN
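HP1-beta protein (50 nM final) preincubated 30 min at room temperature with biotinylated H3(1-18)K9me3 peptide (50 nM) in PBS pH 7.4, 0.01% Tween-20, then compound added for 30 min. AlphaScreen streptavidin donor/nickel chelate acceptor beads (10 ug/mL final), 30 min dark, luminescence read.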
BAZ2B inh = BAZ2B (human) inhibition; Q9UIF8; AlphaScreen BAZ2B-H3K14Ac peptide displacement; Potency, µM (titrated, usually from 114 µM), for inactives: at the highest dose activity change, negative = inhibition, actives largely listed as inhibitors; 360,000 tested, 4.4% active; note: potency is the fitted concentration of half-maximal effect; % is set by controls: 0 for no effect and ±100 for the full control effect; nearly all actives have a fitted effect of over 60% in size
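BAZ2B 50 nM plus b-H3(5-23)K14Ac 50 nM, PBS pH 7.4/0.01% Tween-20, 30 min RT; compound added (max 110 uM), 30 min RT; streptavidin donor/Ni-chelate acceptor beads 10 ug/mL final, 20 min dark; AlphaScreen read.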
G9a block = G9a (human) methyltransferase inhibition. Q96KQ7. G9a H3K9 monomethylation, AlphaScreen, 2 h. Potency, µM (top dose mostly 102 µM), for the others: at the top dose activity, negative = inhibition, most hits filed as inhibitors. 350,000 tested, 8.8% active; note: potency is the fitted concentration of half-maximal effect; % is set by controls: 0 for no effect and ±100 for the full control effect; nearly all actives have a fitted effect of over 75% in size
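G9a (20 nM) preincubated 15 min RT with compounds, then 500 nM biotinylated H3K9 peptide and 20 uM SAM added; 2 h RT reaction. Monomethyl-H3K9 product detected by AlphaScreen with anti-H3K9me1 antibody, streptavidin donor and anti-rabbit IgG acceptor beads.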
ERG Ets-DNA blk = blocks human ERG Ets domain binding to DNA; P11308; fluorescence polarization, His-ERG Ets domain / labelled DNA; Potency, µM (series often up to 76.9 µM), for inactives: at the top dose FP activity, negative = inhibition, most hits filed as inhibitors; 370,000 tested, 0.028% active; active = well fitted inhibition curve with a large enough effect in the polarisation, with a control signal flat; inconclusive = small, poorly fitted or top-dose-only effect, or effect the other way, or a change in a side signal; inactive = no such curve, though single readings can be large or run the other way; the % refers to the polarisation;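 note: polarization taken with two DNA probes labelled with fluorescein and Texas red; potency is the fitted concentration of half-maximal effect; % of control where 0% means no effect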
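His-tagged ERG Ets domain (1 uM in the protein solution; 300mM KCl, 50mM Tris-HCl, 1mM EDTA, 1mM DTT, pH 7.5) received compound, then a probe mix of 5 nM fluorescein-DNA and 100nM Texas-615-DNA. Fluorescence polarization was read for both dyes.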
PI4K2A inh = inhibitors of human PI4K2A. Q9BTU6. purified PI4K2A, ADP-Glo luminescence, 1 h; active compounds read low. activity change, negative = inhibition, % at 76.9 µM. 420,000 tested, 0.13% active; in the data active = activity change below about -50%; inconclusive = mostly about -30% to -49%;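 note: -100% = wells without enzyme as full effect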
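ADP-Glo luminescence measured ADP generated by PI4K2A enzyme (4 ug/mL before mixing) with 1.2 mM PI substrate (pre-mix) and 300 microM ATP (pre-mix). Tris pH7.5 buffer with MgCl2, Triton X-100; 1 h reaction at ambient temperature.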
GLS inh = inhibitors of human glutaminase (GLS); O94925; GLS enzymatic activity, qHTS titration; Potency, µM (top dose mostly 45.5 µM), inactives show at the top dose activity change, negative = inhibition, usual class: inhibitors; 410,000 tested, 0.21% active; note: potency is the fitted concentration of half-maximal effect; % is set by controls: 0 for no effect and ±100 for the full control effect
Target sequence (O94925 whole entry, looked up): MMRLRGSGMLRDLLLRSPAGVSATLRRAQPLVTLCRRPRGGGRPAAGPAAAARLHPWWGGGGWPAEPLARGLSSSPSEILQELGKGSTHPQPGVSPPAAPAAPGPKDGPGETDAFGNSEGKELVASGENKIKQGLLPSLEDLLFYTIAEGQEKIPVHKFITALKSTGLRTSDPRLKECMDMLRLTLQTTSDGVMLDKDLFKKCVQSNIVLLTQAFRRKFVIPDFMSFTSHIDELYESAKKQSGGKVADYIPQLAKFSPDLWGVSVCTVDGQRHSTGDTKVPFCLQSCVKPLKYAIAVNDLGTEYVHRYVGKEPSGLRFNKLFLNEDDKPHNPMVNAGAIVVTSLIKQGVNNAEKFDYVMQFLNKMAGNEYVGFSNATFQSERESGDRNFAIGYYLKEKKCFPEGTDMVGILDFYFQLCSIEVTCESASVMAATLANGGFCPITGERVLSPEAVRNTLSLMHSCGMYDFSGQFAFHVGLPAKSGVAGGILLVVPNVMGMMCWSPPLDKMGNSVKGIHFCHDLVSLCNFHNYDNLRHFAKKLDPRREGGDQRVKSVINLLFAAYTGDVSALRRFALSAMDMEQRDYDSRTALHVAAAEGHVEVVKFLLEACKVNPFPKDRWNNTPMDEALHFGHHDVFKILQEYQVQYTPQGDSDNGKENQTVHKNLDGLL
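Glutamate formation by hKGA was monitored fluorometrically using coupled glutamate oxidase, HRP and Amplex Red. Substrate was added as 1 mM L-glutamine solution; incubation was 30 min at RT after an initial read.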
* hit, by the source's call; ? = inconclusive; . = no result given; & = joins results of further samples; [ ] = another dose, or the depositor's remark. Unless noted, calls come from the whole dose curve; as a rule, active = well fitted curve in the direction sought with a large enough effect; inconclusive = small, poorly fitted or top-dose-only effect, or another doubt; inactive = no such curve, though single readings can be large; an effect the other way counts as inactive or inconclusive. Only part of the results is shown. The share of hits here may be higher or lower than overall.

ALOX12 inh	RGS4 inhibitor	JMJD2A Tudor inh	HP1b binding inh	BAZ2B inh	G9a block	ERG Ets-DNA blk	PI4K2A inh	GLS inh	Molecule
-11%	11%	-19%	35%	11%	?	-4%	3	0%	CCc1nnc(NC(=O)CSc2nc3cc4c(cc3cc2CC)OCCO4)s1
?	-15%	-20%	-2%	?	-13%	4%	0	3%	O=C1c2ccccc2C(=O)N1Cc1cc(Cl)c(O)c([N+](=O)[O-])c1
0%	8%	-15%	25%	13%	25%[59 µM]	-2%	5	-8%	O=C(Nc1nnc(-c2ccc(Cl)cc2)o1)NC1CCCCC1
0%	-2%	-33%	9%	.	.	8%	3	7%	COc1ccc(-c2sc3ccccc3c2/C=C/c2ccc(N)cc2)cc1
-12%	9%	-16%	3%	.	.	7%	1	4%	Cn1c(=O)c2[nH]c(CCCc3nc4ccccc4[nH]3)nc2n(C)c1=O
-6%	8%	-3%	39%[activator]	-8%	16%	-9%	0	-5%	CN(CCCNC(=O)c1nn(C)c2c1CS(=O)(=O)c1ccccc1-2)Cc1ccccc1
3%	-2%	-22%	55%[activator]	1%[57.1 µM]	-30%[59 µM]	-4%	1	-10%	O=C1CSC2(C(=O)N(Cc3c(F)cccc3Cl)c3ccccc32)N1c1ccc(F)c(F)c1 (stereo not drawn)
-7%	-28%	-20%	49%	1%	-39%[59 µM]	-2%	-5	-24%	CSc1nc(NCC(C)C)c2c3c(sc2n1)CN(C)CC3
8%	-1%	-13%	30%	-20%	19%	-3%	-2	0%	COCCCN1C(=O)c2ccc(C(=O)N3CCN(c4ccccc4OC)CC3)cc2C1=O
0%	-47%	-2%	14%	5%	-5%[0.501 µM]	-1%	-9	7%	CCOC(=O)c1sc(NC(=O)c2ccc(C)s2)cc1C
?	-49%	-30%	1%	?	-18%[59 µM]	2%	-2	4%	CC(C)c1ccc(C(=O)NC(=S)NCc2cccnc2)cc1
3%	-1%	-2%	24%	8%	-14%[59 µM]	-8%	1	0%	Cc1cc(C)nc(SCC(=O)OCC(=O)Nc2ccccc2)n1
11%	12%	-7%	24%	37%	27%[59 µM]	7%	1	-1%	CC(Sc1nncs1)C(=O)NCc1ccc2c(c1)OCO2 (stereo not drawn)
0%	53%	7%	18%	4%	.	11%	-2	-13%	Cc1cccc(C(=O)N2CCCC(N3CCN(Cc4ccc5c(c4)OCO5)CC3)C2)n1 (stereo not drawn)
2%	-17%	?	-16%	.	.	-1%	-2	31%[activator]	CCN(CC)C(=O)[C@H]1C[C@H](CC(=O)NCc2ccco2)C(=O)N2CCc3c([nH]c4ccc(Cl)cc34)[C@]12C
1%	23%	-11%	23%	13%	26%[2.33 µM]	-18%	-2	3%	OCC[C@H]1C[C@H](O)[C@@H](O)[C@]2(OCCc3ccccc32)O1
3%&0%	-8%	-19%	59%[activator]	1%	-3%	4%	4	-1%	CCn1c(NC(=O)C(C)C)c(-c2ccccc2)c(=O)c2ccccc21
352%[activator]	-17%	-16%	15%	-25%	-44%[59 µM]	1%	-17	9%	Cc1ccc2nc(-c3ccc4c(c3)OCCO4)cc(C(=O)O)c2c1
-20%	12%	-12%	21%	-2%	?	-6%	2	4%	Cc1ccc(C)c(N2CCN(C3CCCC(C)C3)CC2)c1 (stereo not drawn)
-24%	-14%	-17%	22%	-15%	-1%[59 µM]	1%	2	-23%	O=C(NCc1ccccc1)c1c2c(nc3ccccc13)C(=O)N(C1CCCCC1)C2
-12%	18%	-15%	6%	-6%	-7%	7%	4	1%	CCOC(=O)/C(C#N)=C/C1=C(N2CCOCC2)C(C)(C)OCC1
0%	-16%	-10%	47%[activator]	-1%	14%[59 µM]	-7%	1	-3%	O=C(COC(=O)c1ccccc1)Nc1ccccc1N1CCOCC1
20%	-5%	1%	52%[activator]	12%	-28%	-9%	4	-5%	Cn1cc(SCC(=O)NCC2CCCO2)c2ccccc21 (stereo not drawn)
-2%	-4%	-16%	86%[activator]	.	.	4%	0	-1%	COC(=O)[C@]1(Cc2ccccc2)N[C@H](CN(C)S(=O)(=O)c2ccc(C)cc2)[C@@H]2C(=O)N(Cc3ccccc3)C(=O)[C@@H]21
-9%	2%	1%	20%	.	.	5%	6	-4%	CCOC(=O)/C=C/c1ccc2c(c1)S(=O)(=O)N(Cc1ccc(OC)cc1)[C@H]2CC(=O)OCC

The last two compounds of the part above come first, to join the parts.
ALOX12 inh	RGS4 inhibitor	JMJD2A Tudor inh	HP1b binding inh	BAZ2B inh	G9a block	ERG Ets-DNA blk	PI4K2A inh	GLS inh	Molecule
-2%	-4%	-16%	86%[activator]	.	.	4%	0	-1%	COC(=O)[C@]1(Cc2ccccc2)N[C@H](CN(C)S(=O)(=O)c2ccc(C)cc2)[C@@H]2C(=O)N(Cc3ccccc3)C(=O)[C@@H]21
-9%	2%	1%	20%	.	.	5%	6	-4%	CCOC(=O)/C=C/c1ccc2c(c1)S(=O)(=O)N(Cc1ccc(OC)cc1)[C@H]2CC(=O)OCC
-23%	12%	5%	9%	-3%	-23%	2%	3	1%	CNC(=O)CN(c1ccc(C(C)C)cc1)S(C)(=O)=O
8%	19%	-6%	16%	-8%	.	-9%	0	4%	Cc1cc(Cl)ccc1C(=O)C1CCCN(C(=O)c2cccnc2C)C1 (stereo not drawn)
7%	-11%	-10%	38%	36%[activator]	56%[activator]	7%	-1	0%	Cc1ccc(S(=O)(=O)Nc2cccnc2Oc2ccc(Cl)cc2)cc1
0%	-13%[56.9 µM]	-19%[57.1 µM]	26%	-32%	?	5%	4	-4%	CC1CCCCN1c1nc2nonc2nc1N1CCCCC1C (stereo not drawn)
-16%	7%	-11%	56%[activator]	-10%	-15%[59 µM]	-12%	2	4%	CCN(CC)C(=O)Cn1cc(SCC(=O)Nc2ccccc2C)c2ccccc21
5%	14%	-29%	30%	.	.	46%[activator]	5	1%	Cc1cccc(NC(=O)c2nc[nH]c2C(=O)NCCCCNC(=O)c2[nH]cnc2C(=O)Nc2cccc(C)c2)c1
10%	8%	4%	53%[activator]	2%	24%	-4%	1	-6%	COc1ccc(S(=O)(=O)N2CCc3ccccc3C2)cc1C(=O)O
-12%	17%	-4%	32%	-17%	-2%	1%	-3	1%	CC1(c2ccccc2)NC(=O)N(CC(=O)NCc2cccc(Cl)c2)C1=O (stereo not drawn)
-22%	-31%	-14%	14%	-19%	19%	8%	5	-7%	O=[N+]([O-])c1ccc(/C=N/Nc2nc3ccccc3o2)cc1
-6%	-12%	-9%	32%[57 µM]	.	.	3%	3	-5%	O=C(COC(=O)c1cccnc1Cl)NC(=O)NC1CCCCC1
?	13%	1%	52%[activator]	-9%	13%[2.33 µM]	9%	-6	0%	CN(C(=S)Nc1ccc(F)cc1)C(c1ccccc1)c1ccccc1
-9%&-24%	13%&-4%	-7%&-2%	23%&44%	-3%	11%[59 µM]	-4%&-3%	2&2	13%&1%	COc1ccc(N(CC(=O)NCc2ccc(F)cc2)S(=O)(=O)c2c(C)n[nH]c2C)cc1
?	-28%	-21%	33%	-7%	?	-4%	-1	-5%	CN(CC(=O)Nc1ccc(F)cc1)CC(=O)N1CCCCC1
-7%	-4%	-14%	22%	-24%	?	-1%	2	10%	COc1ccc(C(C)=O)cc1COc1ccc([N+](=O)[O-])c(C)c1
?	-4%	-23%	12%	-12%	10%	-14%	0	0%	CC(O)C(NS(=O)(=O)c1ccc(Cl)cc1)C(=O)OCC(=O)c1c[nH]c2ccccc12 (stereo not drawn)
-12%	-21%	16%	79%[activator]	14%	10%[59 µM]	-2%	7	-1%	COc1ccc(CCCc2nnc(SCC(=O)Nc3cc(F)ccc3C)o2)cc1
-4%	12%	-18%	21%	-6%	2%[12.7 µM]	-4%	-2	0%	O=C(CSc1nc2c(cnn2-c2cccc(Cl)c2)c(=O)[nH]1)NCC1CCCO1 (stereo not drawn)
-12%	-16%	-1%	18%	-11%	-5%	6%	3	-12%	O=C(CN(C(=O)c1csnn1)c1ccc(F)cc1)NCc1ccc2c(c1)OCO2
?	-29%	-13%	18%[57 µM]	-3%	-27%[59 µM]	0%	-2	5%	CCOC(=O)c1c(C)[nH]c(CCC(=O)NC(C)c2ccccc2)c1C (stereo not drawn)
?	20%	-16%	2%	-25%	-7%	4%	3	2%	O=C(Cn1cnnn1)Nc1cccc(S(=O)(=O)N2CCCCC2)c1
?	-19%	-23%	12%	-13%	-29%[59 µM]	0%	0	4%	CC1CCCCN1C(=O)c1ccc2c(c1)N(Cc1cccc(Cl)c1)C(=O)c1ccccc1S2=O (stereo not drawn)
?	?	40µM*	?	-3%	?	2%	-17	-4%	CCSc1oc(-c2cccs2)nc1S(=O)(=O)c1ccccc1
